# LMPTP block – blocks human LMPTP phosphatase | AID 651560 | P24666 | 360,000 tested, 0.22% active | recombinant LMPTP-A, OMFP fluorogenic substrate, fluorescence intensity | inhibition, % at 20 µM;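 active = compounds that cut the enzyme signal by at least half of the control window in the single-dose screen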;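 also: plate controls were DMSO wells with enzyme plus substrate for no effect and substrate without enzyme for full effect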
#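 Test system: LMPTP-A, protein tyrosine phosphatase of low molecular weight; Input: 0.625 nM enzyme; Incubation: 50 min dark incubation at room temperature; Signal: endpoint fluorescence intensity from OMFP dephosphorylation; Read-out basis: % inhibition versus control wells.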
# NadD inh – blocks S. aureus nicotinate mononucleotide adenylyltransferase; purified NadD enzyme, colorimetric absorbance read-out; 360,000 tested, 0.78% active; AID 602399; inhibition, % at 20 µM; in the data active = inhibition above about 26%; also: some compounds past the cut are filed as inactive
# STEP inh – STEP (human) phosphatase inhibition | AID 588621 | 360,000 tested, 0.25% active | P54829 | recombinant STEP, OMFP fluorogenic substrate, fluorescence | inhibition, % at 20 µM;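 active = inhibition at 20 µM, scaled per plate between control wells, above about 37%, limit read from the data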;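 also: 0% = DMSO with enzyme and substrate and 100% = substrate only without enzyme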
#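 System: STEP phosphatase, cell-free reaction; Buffer or medium: Bis-Tris pH 6.0 buffer with DTT, detergent; Incubation: 20 min at room temperature, dark; Measured by: fluorescence, 480/540 nm.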
# SUMO1-SIM PPI – modulators of human SUMO1-mediated protein-protein interactions; inhibition, % at 20 µM; 360,000 tested, 0.33% active; SUMO1 binding to a labelled peptide, TR-FRET, 1 h; in the data active = inhibition above about 37%
# Target sequence (P63165 whole entry, looked up): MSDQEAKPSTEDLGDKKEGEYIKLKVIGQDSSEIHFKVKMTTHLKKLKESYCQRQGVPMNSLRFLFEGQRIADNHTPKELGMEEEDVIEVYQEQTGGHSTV
# Rpn11 inh – inhibitors of human proteasome Rpn11. O00487. human 26S proteasome, Ub4-pepOG fluorescence polarization; 20S core pre-blocked with epoxomicin. calls only at 20 µM. 360,000 tested, 0.59% active;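 active = inhibition at 20 µM, scaled to each plate's controls, above about 33%, limit read from the data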
# Scp1 inh – Scp-1 (human) phosphatase inhibition; AID 493091; Recombinant Scp1, phosphopeptide, malachite green phosphate absorbance; Q9GZU7; 340,000 tested, 0.88% active; inhibition, % at 20 µM;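 active = inhibition above about 50% at 20 µM, limit read from the data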;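 also: plate controls were DMSO wells with enzyme for no effect and wells lacking enzyme for full effect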
# Target sequence (Q9GZU7 76-261 limits assumed): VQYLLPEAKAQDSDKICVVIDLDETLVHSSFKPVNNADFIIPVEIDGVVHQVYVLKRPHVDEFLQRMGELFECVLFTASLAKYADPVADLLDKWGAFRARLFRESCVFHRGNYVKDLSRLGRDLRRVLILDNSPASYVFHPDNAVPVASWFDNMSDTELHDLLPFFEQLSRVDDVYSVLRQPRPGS
#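 Times: enzyme reaction 45 min at room temperature, colour 5 min, stabilisation 30 min. Material: SCP-1 catalytic fragment, aa 76-261. Medium: Acidic Tris acetate buffer with magnesium and detergent. Signal: colorimetric free-phosphate detection, absorbance 630 nm. Read-out basis: % inhibition of SCP-1 phosphate liberation. Reagent: Phosphorylated 17-residue peptide substrate.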
# CSN deneddyl inh – blocks human CSN-mediated cullin deneddylation; Purified CSN, SCF-Nedd8-OG deneddylation, fluorescence polarization; 360,000 tested, 0.38% active; inhibition, % at 12.5 µM; Q92905;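 active = pattern-corrected inhibition above about 35%, with an unprinted fluorescence ratio check between 0.5 and 1.5, limit read from the data, passing the limit was not always enough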;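 also: 0% = enzyme with substrate and 100% = substrate without enzyme; some results filed as inactive read as strong as hits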
#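 Test system: purified human Csn5 enzyme expressed in HEK293T cells. Amount: 0.24 nM enzyme. Reagent: SCFSkp2-Nedd8OG substrate at 10 nM final. Schedule: 90 min incubation of compound, enzyme and substrate at room temperature. Detection: fluorescence polarization. Read-out: % inhibition of substrate cleavage by Csn5.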
# DNMT1 block – DNMT1 (human) enzyme inhibition | DNMT1 molecular beacon, Hinp1I cleavage, fluorescence | 360,000 tested, 0.83% active | P26358 | inhibition (reported as % activation of signal), % at 10 µM; in the data active = inhibition above about 50%
# Rin1-Abl PPI inh – blocks binding of human Rin1 to Abl; P00519+Q13671; inhibition, % at 7.35 µM; AID 588664; TR-FRET Rin1/Abl binding, biochemical; 360,000 tested, 0.4% active; in the data active = inhibition above about 5%, passing the limit was not always enough
# Neddylation inh – inhibitors of human cullin neddylation | AID 651699 | P61081+Q13564 | TR-FRET cullin neddylation, biochemical | calls only at 25 µM | 360,000 tested, 0.58% active; in the data active = inhibition above about 36%
# Target sequence (P61081 whole entry, looked up): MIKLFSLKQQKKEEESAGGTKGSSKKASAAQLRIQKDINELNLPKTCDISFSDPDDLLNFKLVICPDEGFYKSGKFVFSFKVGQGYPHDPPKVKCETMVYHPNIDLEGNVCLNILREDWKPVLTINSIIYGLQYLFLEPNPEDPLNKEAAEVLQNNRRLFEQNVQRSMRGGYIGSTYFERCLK
# Target sequence (Q13564 whole entry, looked up): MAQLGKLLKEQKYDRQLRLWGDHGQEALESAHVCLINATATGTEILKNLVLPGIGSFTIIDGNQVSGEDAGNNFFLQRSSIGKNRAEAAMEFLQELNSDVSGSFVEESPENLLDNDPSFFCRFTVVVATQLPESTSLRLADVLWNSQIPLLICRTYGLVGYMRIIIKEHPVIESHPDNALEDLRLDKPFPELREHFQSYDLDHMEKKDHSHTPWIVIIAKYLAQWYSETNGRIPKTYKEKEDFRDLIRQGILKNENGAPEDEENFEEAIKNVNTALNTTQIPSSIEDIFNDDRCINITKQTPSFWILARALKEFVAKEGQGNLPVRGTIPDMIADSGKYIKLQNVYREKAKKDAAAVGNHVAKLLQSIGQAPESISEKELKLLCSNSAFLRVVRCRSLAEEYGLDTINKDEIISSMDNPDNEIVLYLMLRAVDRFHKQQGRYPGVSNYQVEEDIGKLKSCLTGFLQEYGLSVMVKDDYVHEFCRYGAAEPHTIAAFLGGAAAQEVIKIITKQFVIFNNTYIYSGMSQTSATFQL
# * = called active by the depositor; i = inactive; . = no result given; + = active, no number.
SMILES,LMPTP block,NadD inh,STEP inh,SUMO1-SIM PPI,Rpn11 inh,Scp1 inh,CSN deneddyl inh,DNMT1 block,Rin1-Abl PPI inh,Neddylation inh
C=CCn1c(-c2cccc(OC)c2)n[nH]c1=S,-1.7,-4.3,-2.0,1.5,i,-3.9,-8.0,2.3,-2.5,i
CCc1ccc(C(=O)Nc2nc(C)cs2)s1,0.0,1.3,-0.9,0.3,i,-4.6,-2.7,-0.3,-2.0,i
CC(=O)CCc1ccc2oc(C(=O)O)c(C)c2c1,-3.9,1.7,3.4,2.3,i,-9.6,4.0,2.2,-2.5,i
Cc1[nH]n(-c2ccccc2)c(=O)c1C=NCCc1ccccc1,-0.5,-9.7,-1.1,2.8,i,-3.6,3.7,1.1,1.6,i
O=C(NC1CCCCCC1)c1cccs1,0.1,-3.1,0.2,-1.8,i,-3.4,1.7,1.5,0.2,i
CC(C)C(NS(=O)(=O)c1cccs1)C(=O)N1CCc2ccccc2C1 (stereo not given),-0.8,-0.9,-1.1,1.8,i,1.1,-3.5,-7.7,-2.1,i
COc1ccc2oc(C(=O)N3CCN(S(=O)(=O)c4cccc([N+](=O)[O-])c4)CC3)c(C)c2c1,3.5,12.6,0.8,-12.8,i,-6.9,0.1,-3.5,-2.0,i
COc1ccc(-c2nn(CCC#N)cc2/C=N/O)cc1,-1.2,-5.5,-1.3,0.8,i,-10.6,-0.6,-0.5,-3.0,i
CC(NC(=O)CCNC(=O)N1CCn2c1nc1ccccc12)c1ccccc1 (stereo not given),-0.8,2.5,1.2,12.7,i,-1.7,-1.3,-0.9,6.0,i
O=C(NCCC1=CCCCC1)C1CCN(S(=O)(=O)c2ccccc2)CC1,-0.2,-7.7,1.5,0.4,i,-6.7,-8.0,-1.8,3.0,i
CCN(C[C@H]1N[C@@](Cc2ccccc2)(C(=O)OC)[C@H]2C(=O)N(Cc3ccccc3)C(=O)[C@@H]12)C(=O)C1CCCCC1,0.3,0.9,-0.2,2.5,i,-5.0,-8.1,3.9,2.7,i
O=C(COCC(=O)N/N=C/c1ccccc1F)N/N=C/c1ccccc1F,0.0,-1.1,2.5,-10.6,i,-2.1,4.5,-2.6,0.1,i
CCCc1nnc(NC(=O)CCC(=O)NCc2ccccc2)s1,-2.0,-4.2,0.5,-2.8,i,-6.5,0.8,2.7,2.2,i
Cc1cc(N)n(-c2nc3ccccc3s2)n1,-0.3,-1.7,0.4,6.0,i,-5.7,4.3,-0.4,1.1,i
CN1CCC(=O)N(CCOc2ccccc2)CC1,0.9,3.1,1.2,-0.4,i,5.4,0.2,-1.5,9.7,i
CCOC(=O)C1=C(C)NC(C)=C(C(=O)OCC)C1/C=C/c1ccccc1,3.5,-8.8,1.6,0.9,i,-10.2,2.3,-2.6,2.4,.
Cc1ccc(CSCc2ccc(C(=O)NCC3CCCO3)o2)cc1 (stereo not given),0.1,-6.3,2.2,0.0,i,-7.4,0.7,-1.5,-1.1,i
CCN(CC)S(=O)(=O)N1CCC(C(=O)NCC2COc3ccccc3O2)CC1 (stereo not given),-0.2,1.9,-2.4,1.7,i,-0.3,0.2,-2.8,4.5,i
Cc1ccc(CNc2nc(NC(C)C)nc3ccsc23)c(C)c1,36.5,2.3,5.2,-4.8,i,.,-0.8,-1.2,0.4,i
COc1ccc(NC2CCCN(C(=O)C3(C)CCCCC3)C2)cc1 (stereo not given),-1.0,3.1,2.8,2.4,i,-5.7,-0.7,1.4,3.8,i
Cc1ccc(NC(=O)COC(=O)c2cc(=O)c3ccccc3o2)cc1F,-0.1,2.7,-1.4,-1.8,i,2.3,1.4,-2.7,-0.4,i
C[C@H]1Cn2cnc(C(=O)Nc3cccc(Cl)c3)c2C(=O)N1,-0.7,2.7,0.5,5.5,i,.,-1.8,2.3,-2.2,i
CC(Sc1nnc(C2CC2)n1C1CC1)C(=O)Nc1cccc(S(=O)(=O)N2CCOCC2)c1 (stereo not given),-0.2,7.6,-5.5,-1.0,i,-7.9,-7.5,2.4,-2.2,i
COc1ccc(Cc2nn3c(-c4ccccc4Br)nnc3s2)cc1,-1.1,5.9,1.4,-3.1,i,1.5,1.8,-1.0,1.2,i
Cc1nn(C)cc1CN1CCC(CO)(CCOc2ccccc2)CC1,-0.4,-3.5,-2.8,-2.2,i,-2.0,-2.2,0.6,0.7,i

# Looked up by structure from above, six records:
SMILES,LMPTP block,NadD inh,STEP inh,SUMO1-SIM PPI,Rpn11 inh,Scp1 inh,CSN deneddyl inh,DNMT1 block,Rin1-Abl PPI inh,Neddylation inh
Cc1nn(C)cc1CN1CCC(CO)(CCOc2ccccc2)CC1,-0.4,-3.5,-2.8,-2.2,i,-2.0,-2.2,0.6,0.7,i
CC(C)C(NS(=O)(=O)c1cccs1)C(=O)N1CCc2ccccc2C1 (stereo not given),-0.8,-0.9,-1.1,1.8,i,1.1,-3.5,-7.7,-2.1,i
O=C(NC1CCCCCC1)c1cccs1,0.1,-3.1,0.2,-1.8,i,-3.4,1.7,1.5,0.2,i
CN1CCC(=O)N(CCOc2ccccc2)CC1,0.9,3.1,1.2,-0.4,i,5.4,0.2,-1.5,9.7,i
COc1ccc(NC2CCCN(C(=O)C3(C)CCCCC3)C2)cc1 (stereo not given),-1.0,3.1,2.8,2.4,i,-5.7,-0.7,1.4,3.8,i
O=C(NCCC1=CCCCC1)C1CCN(S(=O)(=O)c2ccccc2)CC1,-0.2,-7.7,1.5,0.4,i,-6.7,-8.0,-1.8,3.0,i

# Additional entries follow:
SMILES,LMPTP block,NadD inh,STEP inh,SUMO1-SIM PPI,Rpn11 inh,Scp1 inh,CSN deneddyl inh,DNMT1 block,Rin1-Abl PPI inh,Neddylation inh
NC(=O)C1(NC(=O)[C@@H]2CC3(CC(c4cccc(NC(=O)c5cc([N+](=O)[O-])cc([N+](=O)[O-])c5)c4)=NO3)CN2C(=O)c2ccccc2)CC1 (stereo not given in full),1.4,0.9,2.2,-11.2,i,-7.1,-3.5,-17.4,3.8,i
CN(C)N1C(=O)CC(N2CCCCC2)C1=O (stereo not given),-0.1,-1.5,-0.6,-2.2,i,3.2,-0.8,0.7,0.6,i
O=C(Nc1ccc(N2CCN(Cc3ccccc3Cl)CC2)cc1)c1cccnc1,0.0,-0.1,0.5,5.5,i,-4.0,4.3,-0.1,-0.1,i
C/C(=N/NC(=O)c1cccs1)c1ccc(NC(=O)COc2ccc(Cl)cc2Cl)cc1,1.9,18.6,3.0,1.6,i,-7.4,8.2,45.4,3.4,i
COc1ccccc1-n1ccnc1SCC(=O)NC1CCCC1,-1.4,-4.6,0.2,-4.2,i,-5.2,-1.5,1.3,-3.3,i
CN(C)S(=O)(=O)c1ccc(NC(=O)COC(=O)c2ccccn2)cc1,-1.2,7.9,0.5,2.3,i,3.6,2.8,-0.4,1.5,i
C[C@@H](C(=O)Nc1nc2ccc(F)cc2s1)N1C(=O)C2CC=CCC2C1=O (stereo not given in full),1.6,-8.0,0.4,2.7,i,-4.7,-10.2,-2.1,4.6,i
CSCCC(NC(=O)c1ccccc1)C(=O)OCC(=O)Nc1ccc(C)c(Cl)c1 (stereo not given),2.3,-7.4,-3.7,5.3,i,-8.6,2.4,-12.4,1.6,i
COc1ccccc1NC(=S)NCCc1ccc(Cl)cc1,0.4,-0.8,-2.4,1.0,i,-2.3,3.6,-4.4,0.2,i
CC(=O)N1CCc2cc(S(=O)(=O)CCC(=O)NCc3ccc(F)cc3)ccc21,-2.1,-4.0,-1.0,2.4,i,-3.4,1.6,-0.5,3.4,i
COc1ccc(S(=O)(=O)N2CCOC2CNC(=O)C(=O)NCc2ccc(F)cc2)cc1OC (stereo not given),0.1,2.3,-1.5,-1.4,i,-1.8,0.5,-1.0,3.2,i
Cc1sc2ncn(CCn3cnc4sc(C)c(C)c4c3=O)c(=O)c2c1C,0.5,2.4,0.1,3.1,i,-0.3,1.2,-0.9,0.2,i
CC12CC(NC(=O)N1CCc1ccccc1)c1cc(Cl)ccc1O2 (stereo not given),1.4,-3.9,4.4,0.2,i,-17.1,-4.2,1.3,-0.2,i
O=C(NCC1CCCO1)c1ccccc1NS(=O)(=O)c1ccc(F)cc1 (stereo not given),-1.5,4.6,-0.7,-2.3,i,-0.1,-2.8,2.1,-0.3,i
Cc1ccc(CNC(=O)c2cc(=O)c3ccc(C)cc3o2)cc1,-1.3,-7.6,1.3,-10.3,i,5.8,8.1,-3.4,-2.8,i
CSc1ccccc1NC(=O)CN(C)CC(=O)Nc1ccc(S(=O)(=O)N2CCCC2)cc1,-0.7,-0.9,-1.7,5.7,i,-7.7,-4.0,-0.7,-1.0,i
CCN1CCN(CCCNC(=O)C2c3ccccc3C(=O)N(C)C2c2ccc(OC)cc2)CC1 (stereo not given),-2.1,0.3,1.2,2.6,i,-4.3,2.3,1.2,2.8,i
CC(C)Cn1c(N2CCN(C(=O)/C=C/c3ccccc3)CC2)nc2ccccc21,1.7,-2.7,0.4,-2.6,i,-4.6,-3.2,0.6,1.0,i
COc1ccccc1Cc1c(-c2cccc(Br)c2)nc2c(C)cc(Br)cn12,1.0,9.7,-2.3,1.5,+,.,3.8,-7.7,-3.5,i
Cn1c(N)c(C(=O)COC(=O)C2CCC(C(C)(C)C)CC2)c(=O)n(C)c1=O (stereo not given),3.2,-5.6,-4.3,-5.2,i,-16.5,-2.3,-3.0,-1.1,i
CC(C)(C)n1ncc2c(=O)n(Cc3ccc(Cl)cc3Cl)cnc21,-1.4,-30.6,3.0,-2.4,i,-5.2,1.7,-0.1,2.8,i
Cc1nn(-c2ccccc2)c(C)c1NC(=O)COc1ccc(Cl)cc1Cl,0.1,-6.6,0.9,-2.6,i,-5.2,-8.2,0.5,-0.6,i
NC(=O)[C@H]1CC2(CC(c3cccc(NC(=O)COc4ccc(Cl)cc4)c3)=NO2)CN1C(=O)[C@H]1CCC(=O)N1 (stereo not given in full),-3.7,5.8,-3.9,-4.3,i,8.2,3.9,-1.4,-0.9,i
CC(=O)Nc1sc(C)c(C)c1C(=O)OCCOc1ccccc1,1.4,1.2,-2.0,14.4,+,-11.1,-0.8,-4.4,-1.7,i
O=C(NCCc1ccccc1)c1ccc(NC(=O)C2CCC2)cc1,-0.2,-1.5,1.2,1.1,i,4.1,2.2,4.0,0.3,i
O=C(COC(=O)c1cccc(S(=O)(=O)N2CCc3ccccc3C2)c1)NCc1ccco1,2.4,1.3,1.0,2.6,i,-8.2,9.5,-0.1,1.0,i
CC(=O)Nc1ccc(C(=O)COC(=O)C2CCCCC2)c(F)c1,-0.7,-10.4,-3.2,0.5,i,-12.6,-0.5,-0.5,-0.3,i
O=C(N/N=C/c1ccco1)c1ccc(NC(=O)c2ccccc2Cl)cc1,-0.5,2.6,-0.8,-7.4,i,-0.3,-8.9,-5.9,-1.1,i
